# IP6K1 inh: inhibitors of human IP6K1; Q92551; IP6K1 kinase, ADP-Glo luminescence, 2 h; stronger effect = lower value; activity change, % (series mostly up to about 58 µM); actives 0.81% (n = 140,000); AID 1645851; in the data active means activity change below about -25%
# Target sequence (Q92551 whole entry, looked up): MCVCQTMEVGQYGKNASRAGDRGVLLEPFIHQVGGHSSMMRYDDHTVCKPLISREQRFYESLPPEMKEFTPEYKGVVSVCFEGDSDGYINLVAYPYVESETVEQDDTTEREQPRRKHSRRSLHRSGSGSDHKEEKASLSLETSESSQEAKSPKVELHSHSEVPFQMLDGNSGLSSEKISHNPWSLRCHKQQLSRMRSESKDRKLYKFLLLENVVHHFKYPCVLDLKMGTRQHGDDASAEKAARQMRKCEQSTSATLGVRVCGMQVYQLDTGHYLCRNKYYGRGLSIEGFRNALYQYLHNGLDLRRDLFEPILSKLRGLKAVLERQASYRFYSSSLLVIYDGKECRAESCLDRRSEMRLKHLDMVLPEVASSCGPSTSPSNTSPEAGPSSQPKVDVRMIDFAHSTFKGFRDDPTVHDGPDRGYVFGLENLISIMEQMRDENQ
#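 ADP-Glo luminescence measures ADP made by human IP6K1 during a 2 h RT reaction with ATP/IP6 (mix at 1.3 mM/130 uM); top library doses 57.5 and 19.1 uM final.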
# SNCA expr inhib: inhibitors of alpha-synuclein (SNCA) gene expression | HEK-293 SNCA-luciferase knock-in, luminescence, 24 h | Potency, µM (titrated, usually from 57.2 µM), for the others: top-dose activity change, negative = inhibition, most hits filed as inhibitors | actives 0.17% (n = 140,000) | AID 1671194;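 further: potency means the concentration at half of the fitted maximal effect; plate controls were DMSO cells for no effect and cell-free wells for full effect; nearly all actives have a fitted effect of over 45% in size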
# HEK cytotox: kills HEK 293 cells | AID 1345083 | actives 6.6% (n = 94,000) | Potency, µM (titrated, usually from 115 µM), for inactives: at the highest dose activity change, negative = cytotoxicity, hits mostly inhibitors | HEK 293 viability, ATP luminescence (CellTiter-Glo), 48-72 h; further: potency means the concentration at half of the fitted maximal effect; nearly all actives have a fitted effect of over 60% in size
#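 qHTS cytotoxicity; HEK 293, 250 cells/well; compound pinned; 48 or 72 hr, 37 degree Celsius, 5% CO2, 95% humidity; CellTiter-Glo, 10 min RT; luminescence (ATP).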
# Luciferase inh: Photinus pyralis luciferase inhibition | P08659 | actives 2.5% (n = 76,000) | Potency, µM (titrated, usually from 115 µM), without a hit: top-dose activity change, negative = inhibition, usual class: inhibitors | purified P. pyralis luciferase, luminescence, biochemical | AID 1347043; further: potency means the concentration at half of the fitted maximal effect; nearly all actives have a fitted effect of over 65% in size
#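 FLuc 10nM, D-luciferin 10uM, ATP 10uM, Mg acetate 10mM, Tris acetate pH 7.5, Tween/BSA; cpd qHTS; enzyme added last; CCD luminescence.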
# 3T3 cytotox: NIH 3T3 cell cytotoxicity | NIH 3T3 viability, CellTiter-Glo ATP luminescence, 48-72 h | Potency, µM (top dose mostly 96.7 µM), without a hit: at the highest dose activity change, negative = cytotoxicity, hits mostly inhibitors | actives 4.3% (n = 94,000); further: potency means the concentration at half of the fitted maximal effect; nearly all actives have a fitted effect of over 55% in size
#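 Cytotoxicity was measured by CellTiter-Glo ATP luminescence after 48 or 72 h compound exposure at 37 °C. Mouse NIH 3T3 fibroblasts were seeded at 400 cells/well and dosed by 23 nL pin transfer.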
# GPT2 inh: inhibitors of human GPT2 alanine aminotransferase; Recombinant GPT2, coupled pyruvate oxidase/HRP Amplex Red fluorescence; Potency, µM (doses to about 57.7 µM), for inactives: at the top dose activity change, negative = inhibition, actives largely listed as inhibitors; actives 0.25% (n = 100,000); AID 1671188; further: potency means the concentration at half of the fitted maximal effect; nearly all actives have a fitted effect of over 60% in size; many of its hits are not listed in these tables
# Target sequence (Q8TD30 whole entry, looked up): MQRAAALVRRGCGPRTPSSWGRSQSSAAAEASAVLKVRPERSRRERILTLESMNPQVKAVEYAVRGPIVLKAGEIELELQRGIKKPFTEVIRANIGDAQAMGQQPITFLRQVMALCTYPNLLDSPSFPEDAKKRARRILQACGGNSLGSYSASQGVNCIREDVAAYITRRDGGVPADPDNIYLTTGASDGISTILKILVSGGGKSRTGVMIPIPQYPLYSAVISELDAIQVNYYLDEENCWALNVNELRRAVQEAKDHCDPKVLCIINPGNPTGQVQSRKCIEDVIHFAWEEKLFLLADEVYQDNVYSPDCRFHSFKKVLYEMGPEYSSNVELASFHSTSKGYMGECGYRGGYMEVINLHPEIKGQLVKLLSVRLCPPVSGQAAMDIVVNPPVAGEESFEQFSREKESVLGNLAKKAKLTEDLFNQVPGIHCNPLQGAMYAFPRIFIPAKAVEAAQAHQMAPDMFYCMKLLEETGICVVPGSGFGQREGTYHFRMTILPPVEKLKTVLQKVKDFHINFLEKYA
#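 Fluorescence of coupled pyruvate oxidase/HRP/Amplex Red system (50uM Amplex, 30 min, dark) reports pyruvate formed by GPT2. Enzyme reaction: 10ng/uL GPT2, 2mM L-alanine, 250uM a-KG, 30 min room temperature, pH 7.5; 50uM AOA control.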
# SNCA viab count: reduces viability of HEK-293 SNCA reporter cells. HEK-293-SNCA-luc viability, GF-AFC fluorescence, 24 h. Potency, µM (top dose mostly 57.1 µM), without a hit: at the top dose activity change, negative = cytotoxicity, most hits filed as cytotoxic. actives 0.12% (n = 150,000). AID 1671193;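 further: potency means the concentration at half of the fitted maximal effect; 0% = DMSO-treated cells and -100% = medium-only wells without cells; nearly all actives have a fitted effect of over 30% in size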
#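 Cytotoxicity counterscreen: after 24 h compound treatment of genome-edited SNCA-luciferase HEK-293 cells, live-cell protease substrate GF-AFC read by fluorescence after 30 min; activity scaled between DMSO (0%) and medium-only (-100%), curves Hill-fitted.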
# * hit, by the source's call; i = inactive; ? = inconclusive; / = no result given; [ ] = another dose, or the depositor's remark. Unless noted, the call rests on the fitted dose curve; in most records, active means well fitted curve in the direction sought with a large enough effect; inconclusive means small, poorly fitted or top-dose-only effect, or another doubt; inactive means no such curve, though single readings can be large; an effect the other way counts as inactive or inconclusive. Unless noted, on the % scale 0 is the no-effect control and ±100 the full control effect.
structure	HEK cytotox	GPT2 inh	IP6K1 inh	3T3 cytotox	SNCA viab count	Luciferase inh	SNCA expr inhib
COCCCNC(=O)[C@@H]1Cc2cn(Cc3nccn3C)c3cccc(c23)[C@H](CC(C)C)N1	?	?	-3	-41%[174 µM]	-14%[87.6 µM]	-10%[172 µM]	-28%[87.6 µM]
COc1ccc(CCCc2nnc(SCC(=O)Nc3cc(C)ccc3C)o2)cc1	/	/	-17	/	-2%	/	6%
Cc1ccsc1CN1CCn2c(nnc2[C@@H]2C[C@@H](O)CN2C)C1	-5%	i	-3	i	0%[12.5 µM]	5%	44%[activator]
CN1[C@@H](CCC(=O)NCc2ccccc2)CNC(=O)[C@@H]2[C@H]1CCN2Cc1ccc(S(C)(=O)=O)cc1	2%	-8%	5	i	7%	5%	4%
CN1CCN(C(=O)c2cc(-c3ccccc3F)nc3c2cnn3C)CC1	-17%[172 µM]	/	2	-24%[138 µM]	/	/	/
O=C(NC1CC1)C1COC2(CCN(C(=O)c3cccc([N+](=O)[O-])c3)CC2)N1C(=O)c1ccccc1 (configuration not stated)	2%	-1%	14	?	-9%	-7%	-8%
COc1ccc(C(=O)NCc2ccc3c(c2)CCN3C(=O)c2ccc(F)cc2)cc1	/	/	6	/	-21%	/	?
Cc1ccc(C)c(OCC(=O)c2ccc3c(c2)N(CCCC(=O)N2CCCC2)C(=O)CO3)c1C	?	i	30	-24%	?	-5%	-7%
O=C(C1CCC1)N1CCCC(Cc2nc(C3CCOCC3)no2)C1 (configuration not stated)	-4%	i	13	-28%	9%	-12%	-5%
CSc1ccc(O[C@@H]2C=C(C(=O)N[C@@H](Cc3ccc(O)cc3)C(N)=O)C[C@@H](O)[C@H]2O)cc1C	-3%	-8%	-3	-16%	10%	-3%	-8%
COc1ccc(-c2nc3c(C)cccc3cc2CN2CCC(O)CC2)cc1OC	?	2%	-15	?	?	-6%	-8%
CC(C)c1noc(-c2cn(C3CCN(C(=O)COc4ccc(F)cc4)CC3)nn2)n1	?	i	9	?	2%	0%	-19%
Cc1c(Cl)cccc1NC(=O)C[C@H]1NC(=O)c2ccccc2NC1=O	45µM*	2%	3	?	-5%	-3%	-11%
Cc1oc(-c2ccc(C(=O)NCCC(C)C)cc2)nc1CN1CCc2ccccc21	/	/	12	/	-9%	/	6%
CN(C)S(=O)(=O)N1CCOc2ccc(CCC(=O)NCC3CC3)cc2C1	-25%	i	16	-18%	-7%[12.5 µM]	-1%	7%

# More results.
structure	HEK cytotox	GPT2 inh	IP6K1 inh	3T3 cytotox	SNCA viab count	Luciferase inh	SNCA expr inhib
Cc1cccc(OCC(=O)N2CCC(OC3CCN(C)CC3)CC2)c1	-12%	4%	-8	-27%	0%	-3%	73%[activator]
O=C(NC[C@H]1COCc2nc3cc(F)ccc3n21)c1ccc(Cl)cc1	71µM*	4%[88.5 µM]	-14	?	-25%[87.6 µM]	-22%[172 µM]	-3%[87.6 µM]
COc1cccc(NC(=O)C2CCN(C(=O)N3CC4CC(C3)[C@H]3CCCC(=O)N3C4)CC2)c1 (some centres not stated)	5%	i	29	i	-2%	-3%	-9%
COc1ccc(-c2noc([C@@H]3CCCN3C(=O)COc3cccc(C)c3)n2)cc1	?	5%	-6	?	-13%	-3%	-10%
C[C@@H](c1ccccc1)N1C(=O)[C@@H]2CN(C(=O)c3ccccc3)CCN2C1=O	-30%[172 µM]	2%[88.5 µM]	-6	?	3%[87.6 µM]	-4%[172 µM]	16%[87.6 µM]
CCN1C(=O)C2CC3(CCN(Cc4cccc(OC(F)(F)F)c4)CC3)CN2C1=O (configuration not stated)	40µM*	1%	-9	?	-9%	6%	-21%
COc1ccc(Cn2c(=O)[nH]c3cc(C(=O)N4CCN(c5cc(C)ccc5C)CC4)ccc3c2=O)cc1	/	/	-1	/	-1%	/	-15%
COc1ccccc1-n1cc(C(=O)NC(C(=O)O)c2c(C)n[nH]c2C)cn1 (configuration not stated)	-13%	i	4	-11%	5%	6%	-4%
O=C(NCc1ccccc1Cl)c1cc2c(s1)-c1ccccc1SC2	/	/	-19	/	4%	/	43%[activator]
CCc1nn(CC(=O)N2CCN(c3ccc(OC)cc3)CC2)c(=O)c2cc3sccc3n12	/	/	-15	/	23%	/	3%
O=C(Nc1ccc(N(Cc2ccsc2)C(=O)Cn2nnc3ccccc32)cc1)C1CC1	/	i	2	/	-14%	/	/
Cc1ccc(C)c(S(=O)(=O)NCC(c2ccc(N(C)C)cc2)N2CCOCC2)c1 (configuration not stated)	/	/	-2	/	-1%	/	7%
CC(C)C(=O)N1CCC(Oc2ccccc2-c2nc(-c3cnccn3)no2)C1 (configuration not stated)	0%	i	-6	-3%	-5%	0%	11%
COc1ccc2[nH]c(C(=O)NCC(=O)N3CCCCCNC(=O)CC3c3ccccc3)cc2c1 (configuration not stated)	?	i	-4	-9%	-10%	?	-5%
O=C(NCc1ccc(Cl)cc1)C1CCN(c2cc(C(F)(F)F)ncn2)CC1	?	-5%	0	?	-5%	2%	-3%

# The list goes on.
structure	HEK cytotox	GPT2 inh	IP6K1 inh	3T3 cytotox	SNCA viab count	Luciferase inh	SNCA expr inhib
Clc1ccccc1-c1nnc(-c2ccccc2CNc2ccc(Br)cc2)o1	/	/	-14	/	2%	/	52%[activator]
CSCC(=O)N1CC[C@H](NC(=O)NC(C)C)[C@H]1C(=O)N[C@H](Cc1ccccc1)C(N)=O	2%	1%	-8	-19%	1%	10%	14%
CCNC(=O)[C@@H]1C[C@@H](NC(=O)c2cn(C)nc2C)CN1Cc1ccccc1	1%	?	6	-4%	3%	-2%	-1%
COc1ccc(-c2c(C)c3ccc(O)c(CN4CCN(CCO)CC4)c3oc2=O)cc1OC	/	/	9	/	?	/	-21%
CC(C)CCNC(=O)C1CCN(C(=O)c2cc3sccc3n2Cc2ccc(Cl)cc2)CC1	/	/	-2	/	5%	/	-22%
CCOC(=O)C1(Cc2ccccc2F)CCCN(C(=O)c2cccc(-n3cccn3)c2)C1 (configuration not stated)	?	-16%	8	?	-4%	?	19%
O=C1NC2(Cc3ccccc31)CN(C(=O)c1ccc3c(c1)OCO3)C2	i	4%	-5	-12%	0%	/	22%
COc1ccccc1CN1CCNc2cc(-c3ccnc(C)c3)ncc2C1	89µM*	-5%[88.5 µM]	-4	?	-11%[87.6 µM]	71µM*	66%[activator][87.6 µM]
CN(C)c1ccc(-c2nnnn2[C@H]2CO[C@H]3[C@@H]2OC[C@@H]3NC(=O)CC2(CC(=O)O)CCCC2)cc1	i	-1%	-12	0%	-1%	-2%	7%
CCc1ccc(NC(=O)Cn2c(=O)oc3cc(S(=O)(=O)NCc4ccccc4)ccc32)cc1	/	/	19	/	6%	/	9%
CC1(C)C=Cc2c(ccc3c2N=C2C(C)(C)[C@@H]4C[C@]56CCCN5C(=O)[C@@]4(C[C@]23O)NC6=O)O1	/	i	-12	/	6%[23.9 µM]	/	/
Cc1cccc(-n2cc(CN3CCN(c4cc(N)nc(N)n4)CC3)cn2)c1	?	0%	-3	?	-14%	5%	15%
Cc1ccc(C)n1-c1nnc(N2CCCC(C(=O)NCc3ccc(F)cc3)C2)s1 (configuration not stated)	/	/	-4	/	13%	/	-23%
COc1ccccc1C(=O)Nc1ccc(C(=O)OCc2cc(=O)n3c4c(sc3n2)CCCC4)cc1	/	/	-2	/	-1%	/	34%[activator]
O=C(C1CCCC1)N1CCCN(c2ccnc3ccnn23)CC1	?	i	-4	?	0%[87.6 µM]	/	13%[87.6 µM]

# 2 entries from above in another layout:
canonical_smiles: COc1ccccc1CN1CCNc2cc(-c3ccnc(C)c3)ncc2C1
  HEK cytotox: 89µM*	GPT2 inh: -5%[88.5 µM]	IP6K1 inh: -4	3T3 cytotox: ?	SNCA viab count: -11%[87.6 µM]	Luciferase inh: 71µM*	SNCA expr inhib: 66%[activator][87.6 µM]

canonical_smiles: CN(C)c1ccc(-c2nnnn2[C@H]2CO[C@H]3[C@@H]2OC[C@@H]3NC(=O)CC2(CC(=O)O)CCCC2)cc1
  HEK cytotox: i	GPT2 inh: -1%	IP6K1 inh: -12	3T3 cytotox: 0%	SNCA viab count: -1%	Luciferase inh: -2%	SNCA expr inhib: 7%

# 2 records drawn at random from the list so far:
structure	HEK cytotox	GPT2 inh	IP6K1 inh	3T3 cytotox	SNCA viab count	Luciferase inh	SNCA expr inhib
COc1ccccc1C(=O)Nc1ccc(C(=O)OCc2cc(=O)n3c4c(sc3n2)CCCC4)cc1	/	/	-2	/	-1%	/	34%[activator]
CC(C)CCNC(=O)C1CCN(C(=O)c2cc3sccc3n2Cc2ccc(Cl)cc2)CC1	/	/	-2	/	5%	/	-22%

# Next compounds follow:
structure	HEK cytotox	GPT2 inh	IP6K1 inh	3T3 cytotox	SNCA viab count	Luciferase inh	SNCA expr inhib
COc1ccc(-c2cn(C)c(=O)n3cc(COc4ccccc4)nc23)c(C)c1	?	0%[88.5 µM]	-13	?	-10%[87.6 µM]	1%[172 µM]	-11%[87.6 µM]
COc1cc(NC(=O)Cn2c(-c3ccccc3)nc(C)c(CCO)c2=O)cc(OC)c1	?	0%	-6	?	-29%	1%	-12%
Cc1nc2nc(SCC(=O)NCCc3ccc(Cl)cc3)nn2c(C)c1Cc1c(F)cccc1Cl	/	/	-5	/	3%	/	-8%
COc1cccc(CNc2ncnc3onc(-c4ccc(F)cc4)c23)c1	/	/	2	/	-6%	/	-1%
Cc1noc2c(NCCN3CCOCC3)cc(-c3ccccc3)nc12	-28%[172 µM]	3%[88.5 µM]	-3	?	2%[87.6 µM]	3%[172 µM]	20%[87.6 µM]
CC(CNC(=O)CCc1ccc2c(c1)CN(S(C)(=O)=O)CCO2)c1ccccc1 (configuration not stated)	?	1%	-2	-25%	-6%[12.5 µM]	1%	-13%
CC(C)(C)C(=O)N1CCC2(CC1)CC(=O)N(c1ccccc1)c1ccccc1O2	?	i	-11	-24%	-15%	-2%	-9%
COc1ccc(Cc2nc3nccc(-c4ccc(OC)c(OC)c4)n3n2)cc1	?	i	-3	14µM*	1%	12%	38%[activator]
CCOC(=O)c1c(C)[nH]c(CCC(=O)Nc2ccccc2C(=O)OC)c1C	/	/	-3	/	19%	/	-5%
Cc1cc(=O)n2[nH]c(NCc3ccc(F)cc3)nc2n1	/	/	-8	/	10%	/	-18%
O=C(c1nc(-c2ccc(Cl)cc2Cl)c2cnccn12)N1CCN(c2ncccn2)CC1	i	-1%	-13	3%	-1%	/	-6%
COCC(=O)Nc1ccc(-c2noc([C@@H]3CCCN3Cc3ccc(NC(C)=O)cc3)n2)cn1	-2%	3%	15	i	-3%	-10%	2%
COc1ccc(CCc2nc3nccc(-c4cccnc4)n3n2)cc1OC	-2%	-1%	-8	-3%	10%	-3%	11%
COc1ccc(NC(=O)N[C@H]2CO[C@H]3[C@@H]2OC[C@@H]3n2nnnc2-c2ccc3c(c2)OCO3)cc1	?	?	-4	?	-6%	-9%	5%
CS(=O)(=O)c1ccc(OCC2(CNCc3ccc(F)cc3)C[C@@H](O)[C@@H](O)C2)cc1 (some centres not stated)	i	i	9	4%	5%	15%	5%

# Screens as filed in PubChem BioAssay.
